Screens (PubChem BioAssay)
bIAP act = increases bovine intestinal alkaline phosphatase activity | purified bovine IAP, CDP-star luminescence, 30 min; hits give high values; fold of DMSO-control signal, blank-subtracted | activation factor at 20 µM | 0.17% of 200,000 active;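 active = activation factor of 2 or more at 20 µM, a signal rise over negative controls twice the positive control's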
Lmaj promast = Leishmania major promastigote growth inhibition; Leishmania major promastigotes, resazurin fluorescence viability; AID 1063; inhibition, % at 10 µM; 9% of 200,000 active; in the data active = inhibition above about 50%;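 also: promastigotes grown with compound for 44 hours at 28 °C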
FLuc act counter = firefly luciferase counter-screen for stimulation assays; P08659; ATPlite luciferase biochemical, luminescence, 10 min; 0 = ATP-free wells, 1 = DMSO control; activation factor at 10 µM; 200,000 tested, under 10 active; AID 1027;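 active = luciferase activation factor, scaled between plate controls, of at least 2 with compound at 10 µM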
Target sequence (P08659 whole entry, looked up): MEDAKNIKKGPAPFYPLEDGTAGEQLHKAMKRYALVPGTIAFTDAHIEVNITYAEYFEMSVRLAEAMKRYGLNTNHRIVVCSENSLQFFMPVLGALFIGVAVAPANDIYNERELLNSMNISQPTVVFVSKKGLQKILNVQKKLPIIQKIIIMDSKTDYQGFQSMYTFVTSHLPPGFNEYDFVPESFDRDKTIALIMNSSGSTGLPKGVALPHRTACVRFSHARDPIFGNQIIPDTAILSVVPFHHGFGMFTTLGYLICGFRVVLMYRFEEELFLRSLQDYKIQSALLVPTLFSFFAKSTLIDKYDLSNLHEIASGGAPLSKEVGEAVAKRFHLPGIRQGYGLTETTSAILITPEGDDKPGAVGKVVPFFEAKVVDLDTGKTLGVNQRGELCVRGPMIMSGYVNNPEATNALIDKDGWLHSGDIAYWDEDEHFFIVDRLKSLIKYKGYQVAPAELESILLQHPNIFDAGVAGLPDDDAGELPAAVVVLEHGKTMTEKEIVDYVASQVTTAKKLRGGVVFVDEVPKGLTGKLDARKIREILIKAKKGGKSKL
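System: Luciferase/luciferin detection reagent, cell-free biochemical luciferase assay | Medium: PBS buffer for ATP | Dosing: Test compounds dosed from 2 mM stocks in 100% DMSO | Timing: 10 min at ambient temperature | Signal: Luminescence measurement of luciferase light output | Evaluation: Luciferase activation, seen as luminescence increase over controls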
TNAP act hi DEA = TNAP (human) activation, high acceptor. purified TNAP, CDP-star luminescence, 1 M DEA, 30 min; hits give high values; 0 = EDTA background, 1 = DMSO-only activity. AID 1136. activation factor at 20 µM. P05186. 200,000 tested, under 10 active;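 active = activation factor at least 2 at 20 µM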
Target sequence (P05186 whole entry, looked up): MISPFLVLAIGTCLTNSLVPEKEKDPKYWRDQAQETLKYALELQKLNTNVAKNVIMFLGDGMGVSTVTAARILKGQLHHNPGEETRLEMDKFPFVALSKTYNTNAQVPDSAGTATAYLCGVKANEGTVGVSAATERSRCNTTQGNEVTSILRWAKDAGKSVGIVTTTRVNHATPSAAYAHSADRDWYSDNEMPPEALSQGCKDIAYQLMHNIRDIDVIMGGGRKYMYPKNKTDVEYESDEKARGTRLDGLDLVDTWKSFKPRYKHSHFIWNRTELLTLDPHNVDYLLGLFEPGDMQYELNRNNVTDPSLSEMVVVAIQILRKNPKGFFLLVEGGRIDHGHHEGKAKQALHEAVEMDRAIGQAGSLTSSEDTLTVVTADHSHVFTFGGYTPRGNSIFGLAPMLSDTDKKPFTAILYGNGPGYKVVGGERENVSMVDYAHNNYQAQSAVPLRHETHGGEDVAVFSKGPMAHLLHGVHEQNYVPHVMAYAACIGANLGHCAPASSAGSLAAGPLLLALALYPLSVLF
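system = human TNAP | amount = enzyme diluted 1/800 final | reagent = 100 µM CDP-star substrate | signal = luminescent substrate turnover signal | dosing = one dose, 20 µM | benchmarks = EDTA negative control, DMSO positive control | measure = activation factor | timing = 30 min reaction, room temperature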
FLuc inh counter = counter-screen for luciferase assay inhibitors: firefly luciferase inhibition | 1.5% of 200,000 active | AID 1006 | P08659 | inhibition, % at 10 µM | ATPLite firefly luciferase biochemical luminescence, 10 min;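 active = inhibition above about 50% when tested at 10 µM, limit read from the data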
RAM network inh = inhibitors of the yeast RAM network; 1.8% of 190,000 active; AID 868; S. cerevisiae dse1pr::URA3 reporter, 5-FOA growth OD615, 2 d; analog-sensitive cbk1-as2 kinase mutant strain; inhibition, % at 50 µM;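 active = inhibition above a set limit, 3 SD over mean compound inhibition, cut at about 8.4% in these data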;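 also: 0% = DMSO-only wells with no growth and 100% = 10 µM 1-NA-PP1 full growth; inhibition rescues growth on 5-FOA so higher OD means more RAM inhibition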
bIAP inh = blocks bovine intestinal alkaline phosphatase activity; purified bovine IAP, CDP-star luminescence, 30 min; inhibition, % at 20 µM; 190,000 tested, under 10 active; AID 1019;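 active = over 50% inhibition of intestinal alkaline phosphatase at 20 µM in the single-dose screen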
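Assay system: bovine IAP enzyme; medium: DEA buffer 100 mM, pH 9.8, with MgCl2 1.0 mM, ZnCl2 0.02 mM; doses: 20 µM single dose; incubation: enzyme reaction for 30 min at room temperature; detection: CDP-star luminescence signal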
TNAP inh hi DEA = TNAP (human) inhibition, high acceptor | P05186 | purified TNAP, CDP-star luminescence, 1 M DEA | inhibition, % at 20 µM | 0.03% of 200,000 active | AID 1135;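 active = over 50% inhibition of tissue-nonspecific alkaline phosphatase at 20 µM in the single-dose screen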;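 also: plate controls were DMSO wells for no effect and EDTA-quenched wells as full inhibition for full effect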
APP transl inh = APP translation inhibition. SH-SY5Y APP 5'UTR-luciferase reporter, luminescence. inhibition, % at 2 µM. 0.82% of 190,000 active. AID 1285;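 active = inhibition above a set limit, derived from the sample mean plus 3 SD, cut at about 45% in these data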; also: values of inactives mirror those of a sister screen read the other way
TNAP inh no acc = TNAP (human) inhibition, acceptor-free conditions; P05186; purified TNAP, CDP-star luminescence, 30 min; inhibition, % at 20 µM; 0.26% of 200,000 active; AID 1012;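 active = tissue-nonspecific alkaline phosphatase inhibition above about 50% at 20 µM in the single-dose screen, limit read from the data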;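 also: 0% = DMSO negative control and 100% = EDTA positive control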
* marks the source's active call; other numbers are inactive results; / = no result given; & = joins results of further samples.

SMILES	bIAP act	Lmaj promast	FLuc act counter	TNAP act hi DEA	FLuc inh counter	RAM network inh	bIAP inh	TNAP inh hi DEA	APP transl inh	TNAP inh no acc
COc1ccc(-c2nn(-c3ccccc3)cc2/C=C(\C#N)S(=O)(=O)c2ccccc2)cc1OC	1.4	7	1.1	1	-7	2.9	-38	0	4	6
Cc1cc2cc(CNC(=O)Nc3ccccc3)ccc2[nH]1	1	0	0.8	1	18	2.6	-1	-1	-19	-11
CN(C)Cc1ccccc1Sc1ccccc1Br	1	18	1	1	-1	3.6	-3	1	6	-9
O=C(Nc1nnc(C2CC2)s1)c1cc(-c2ccccc2)nn1-c1ccccc1	1.3	14	1.1	1.1	-7	2.2	-32	-6	-3	8
O=C(NCC1(c2ccccc2)CCCC1)c1ccco1	1	-6	1.1	1.1	-9	1.9	0	-9	-28	-11
COc1ccc(OCCCC(=O)Nc2ccc3c(c2)OCCO3)cc1	1	-2	1	1	-3	0.9	4	-3	13	-11
O=C(O)CC(NC(=O)Cc1ccc(Cl)cc1)c1ccco1 (stereo not given)	1.2	-4	1	1	4	-1.0	-23	-3	-6	-6
O=S(=O)(NCCn1ccc2ccccc21)c1ccccc1	0.7	-4	1	1	-4	1.4	30	-2	2	-1
CC1(C)C2CCC1(C)C(NC1=NCCC1)C2 (stereo not given)	0.7	-2	1.1	1.1	-7	1.4	33	-5	12	-4
CCOc1ccccc1NC(=O)CCn1c(=O)oc2ccccc21	1	-8	1	1	-2	-0.1	0	-2	-8	-1
COc1ccccc1N1CCN(CC(=O)N2CCCC2)CC1	1.1	-2	1.1	1	-6	0.9	-11	-4	9	-9
CSc1ccc(-c2nc3cnccn3c2Nc2ccc3c(c2)OCO3)cc1	1	100*	1	1	-3	1.7	0	0	5	21
C=CCOC(=O)C1=C(C)NC(=O)NC1C1CC=CCC1 (stereo not given)	0.9	0	1.1	1.1	-8	1.1	13	-10	-4	-5
CC(C)(C)C1CCc2c(sc(NC(=O)C3CCCO3)c2C(N)=O)C1 (stereo not given)	1	24	1	1	-1	2.1	-3	-3	-32	3
O=C(NCc1ccccc1Cl)C1CCN(S(=O)(=O)N2CCCCC2)CC1	1	9	1	1.1	2	2.0	2	-8	-14	-11
CCOc1ccc(N(Cc2ccc(OC)c(OC)c2)C(=O)c2ccco2)cc1	1	0	1	1	-2	1.0	1	0	6	-3
Cn1nnnc1SCc1cccc2ccccc12	1.1	4	1	1.1	-1	-0.2	-10	-6	-32	-10
Oc1nc(Nc2ccc(Cl)cc2Cl)sc1/C=C1\C=Nc2ccccc21	1	-10	1	0.9	-4	6.9	-1	9	10	-24
Cn1nc(C(F)(F)F)c(/C=N/OC(=O)c2ccccc2)c1Sc1ccc(Cl)cc1	0.8	-3	1	1	1	10*	20	3	/	-3
CNC(=S)N/N=C(\C)c1ccc(Cl)c(Cl)c1	1.1	6	1	1	-3	0.5	-5	0	-2	-9
c1ccc(COC2CCCN(Cc3nc(Cc4ccccc4)no3)C2)cc1 (stereo not given)	1.2	0	1	1	-2	-0.1	-22	-2	-5	-3
COCCN(Cc1ccccc1)C(=S)Nc1ccc(OC(F)F)cc1	1	7	1.1	1	-6	4.4	1	-1	4	7
O=C(Nc1cccc2ccccc12)NC1CCS(=O)(=O)C1 (stereo not given)	1	6	1.1	1.1	-7	2.7	1	-9	-7	-9
COc1ccc(NC(=O)c2ccsc2NC(C)=O)cc1	1.1	-7	1	1	1	3.7	-6	2	-8	-11
CCOC(=O)CSc1n[nH]c(NC(=O)c2ccc(F)cc2)n1	1.1	-4	1	1	0	3.1	-6	-3	-19	-5

RAM network inh: what is marked active above
SMILES	bIAP act	TNAP act hi DEA	RAM network inh	bIAP inh	TNAP inh hi DEA	APP transl inh	TNAP inh no acc
Cn1nc(C(F)(F)F)c(/C=N/OC(=O)c2ccccc2)c1Sc1ccc(Cl)cc1	0.8	1	10*	20	3	/	-3

The main list resumes with the 2 entries that preceded the break.
SMILES	bIAP act	Lmaj promast	FLuc act counter	TNAP act hi DEA	FLuc inh counter	RAM network inh	bIAP inh	TNAP inh hi DEA	APP transl inh	TNAP inh no acc
COc1ccc(NC(=O)c2ccsc2NC(C)=O)cc1	1.1	-7	1	1	1	3.7	-6	2	-8	-11
CCOC(=O)CSc1n[nH]c(NC(=O)c2ccc(F)cc2)n1	1.1	-4	1	1	0	3.1	-6	-3	-19	-5
COc1ccccc1N(CCC#N)C(=O)CSc1ccc2c(c1)OCCO2	1	7	1	0.9	4	0.1	4	6	12	0
N#C/C(=C/c1ccncc1)c1nc2ccccc2s1	1.1	3	0.8	1	20	1.9	-9	2	-34	-22
COC(=O)c1ccc(NC(=S)NC2CCc3ccccc32)cc1 (stereo not given)	1	13	1	1	-4	2.0	-1	-3	-6	-4
COc1ccc(-n2c(=O)c3ccccc3n(CC(=O)c3ccccc3)c2=O)cc1OC	0.9	0	1	1	-3	1.5	5	3	-23	-4
COc1ccc(CCNc2cn[nH]c(=O)c2Cl)cc1OC	1.1	-7	1	1	-3	0.6	-13	-5	-3	-8
CC1(c2cnc(Nc3ccccc3)s2)CCC(=O)O1 (stereo not given)	0.9	0	1	1	1	0.0	11	1	-3	-5
CCOc1ccc(Cn2ccnc2CCl)cc1[N+](=O)[O-]	0.9	-10	1	1	0	0.4	11	1	-11	2
Cc1ccccc1S(=O)(=O)NC1=NCCCCC1	1	-9	1.1	1	-5	1.9	3	-4	-6	-15
COCCOC(=O)/C=C1/NC(=O)CS1	0.9	-3	1.1	1	-6	0.9	6	0	13	-14
CCOc1cccc(Nc2cc3n(c(=O)n2)CCc2cc(OC)c(OC)cc2-3)c1	1	18	1.1	1	-8	0.8	-4	-3	-6	-6
N/C(=N\c1nc(CSc2ccc(Cl)cc2)cc(=O)[nH]1)Nc1cccc2ccccc12	1.2	16	1	1	-4	2.1	-19	0	4	-23
Cc1cc(N2CCN(S(=O)(=O)c3ccccc3)CC2)c2ccccc2n1	1	14	1	1.1	-1	-1.0	-4	-6	1	-11
CC(C)CN(C(=O)CSc1nnc2c(Cl)cc(C(F)(F)F)cn12)C1CCS(=O)(=O)C1 (stereo not given)	1	-4	1.1	1	-6	-0.5	2	-1	-18	-10
Cc1[nH]c2ccccc2c1N=Nc1ccccc1C(=O)O	0.9	68*	0.9	0.8	9	9.8*	7	15	-4	17
Fc1ccccc1N=C1NN=C(c2ccccc2)CS1	1.1	15	0.7	1	30	1.6	-15	-2	-158	-6
CC(=O)N/N=C(\C)CC(=O)Nc1cccc(C(F)(F)F)c1	1	-2	1.1	1.1	-7	0.5	4	-6	-12	-13
COC(=O)c1c(C)[nH]c(C(=O)CSc2ccc(Cl)cc2)c1C	0.9	5	1	1.1	-4	3.6	10	-6	-53	-11
O=C(COc1ccccc1)NC1=NCCS1	1	-1	0.7	1.1	31	2.5	-1	-8	6	-14
CC(C)(C)NC(=S)NNC(=O)c1ccccc1Cl	0.7	-3	1.1	1	-8	-0.6	35	0	13	-91
Cc1cc(C)c(NS(=O)(=O)c2cccc3cccnc23)c(C)c1	1	11	1	1	-4	1.3	-4	-4	12	-8
O=C(CSc1nc(-c2ccccc2)cs1)Nc1nccs1	1	3	1	1	-4	4.4	2	2	1	-4
CCOC(=O)c1cnc(SCC(=O)NCc2cccs2)nc1N	0.8	-4	1.1	1	-5	1.1	22	0	-10	-3
Cc1ccc(N(CCC#N)C(=O)CN2C(=O)NC(Cc3ccccc3)C2=O)cc1 (stereo not given)	1	-7	1	1.1	-5	5.6	-3	-7	8	-12
Cc1c(C(=O)Nc2ccc3c(c2)CCC3)cccc1[N+](=O)[O-]	1.1	4	0.9	1	9	4.9	-11	3	-92	-1
Cc1[nH]c2ccccc2c1C(=O)CSc1ccc(Cl)cc1	1	10	1.1	1	-7	7.9	3	-4	-46	-14

Further results.
SMILES	bIAP act	Lmaj promast	FLuc act counter	TNAP act hi DEA	FLuc inh counter	RAM network inh	bIAP inh	TNAP inh hi DEA	APP transl inh	TNAP inh no acc
Cc1ccc(CNC(=O)C2CNc3cc(C)ccc3O2)cc1 (stereo not given)	1	16	1	1	-4	1.1	-1	-3	0	-7
CC1CCCN(C(=O)CSc2nc3ncccc3[nH]2)C1 (stereo not given)	1.1	-2	1	1	1	0.9	-15	-5	-19	53*
COc1cccc(OCC(=O)O)c1	1	-7	1	1	0	-0.2	-1	-2	-17	-8
CCOC(=O)c1c(C)[nH]c(C(=O)CSc2nccc(C)n2)c1C	1	75*	0.8	1.1	17	3.6	1	-8	-80	-15
CCN(CC)S(=O)(=O)c1ccc(-c2nnco2)cc1	1	-8	1.1	1	-6	2.3	-2	-1	-8	-8
Cc1c(C(=O)O)oc2c1C(O)CC(C)(C)C2 (stereo not given)	0.9&1	-6&-4	1&1.1	1&1	-4&-7	0.3&0.3	9&4	1&-1	8&2	-6&3
Cc1ccc(C2=NC(C)(C)NC2=O)cc1	0.8	0	1.1	1.1	-6	0.9	16	-6	-11	-17
Cc1ccc(C(C)C)c(OCCCN2C(=O)NC(C)(C)C2=O)c1	0.9	6	1	1	-5	1.0	8	-2	-12	-16
COc1ccc(Cc2nc3ccc(S(=O)(=O)N4CCOCC4)cc3[nH]2)cc1OC	1.1	-6	1	1	-5	1.7	-12	-4	-2	-13
C=CCc1cccc(/C=N/NC(=O)c2ccccc2OC)c1O	1	98*	0.8	1	20	1.3	5	-4	8	-79
O=C(COc1ccccc1)Nc1ccc(OC(F)(F)C(F)F)c(NC(=O)COc2ccccc2)c1	0.7	3	1.1	1.1	-11	9.8*	30	-9	/	-5
CCOC(=O)C1CCCN(C(=O)c2ccc3c(c2)N(Cc2ccccc2)C(=O)c2ccccc2S3=O)C1 (stereo not given)	1	27	1	1	-3	2.9	-2	-5	-2	-14
O=C(CCc1ccccc1)N1CCN(c2ccccn2)CC1	1.1	52*	1	1	-2	2.4	-10	-1	6	-8
COc1ccc(N2CCN(C3CC(=O)N(Cc4ccccc4)C3=O)CC2)cc1 (stereo not given)	1	-2	1	1.1	-3	-0.5	1	-7	-16	-4
CCOC(=O)c1ccc(OCc2nc(-c3cccs3)no2)cc1	0.8	7	1	1	2	5.0	16	-3	-2	-9
CCOc1ccccc1C(=O)NC(C(=O)NCc1ccccc1OC)C(C)C (stereo not given)	1	20	1.1	1	-7	0.2	4	-5	-3	-16
N=C1SCC(=O)N1c1nc(-c2ccccc2)cs1	1	-8	0.9	1	6	5.4	-1	-4	7	-7
O=C(O)CC(NS(=O)(=O)c1cccc2nsnc12)c1ccc(F)cc1 (stereo not given)	0.9	-6	1	1	-4	-0.8	6	-4	-10	-10
Cc1csc(NC(=O)c2cccc(S(=O)(=O)N3CCN(C)CC3)c2)n1	1.3	-13	1	1.1	-1	0.1	-35	-7	-8	-3

Entries of single compounds as entered above. Order of screens: bIAP act, Lmaj promast, FLuc act counter, TNAP act hi DEA, FLuc inh counter, RAM network inh, bIAP inh, TNAP inh hi DEA, APP transl inh, TNAP inh no acc
Entry for O=C(CCc1ccccc1)N1CCN(c2ccccn2)CC1 → 1.1, 52*, 1, 1, -2, 2.4, -10, -1, 6, -8
Entry for CCN(CC)S(=O)(=O)c1ccc(-c2nnco2)cc1 → 1, -8, 1.1, 1, -6, 2.3, -2, -1, -8, -8
